Screens from PubChem BioAssay.
Keap1-Nrf2 PPI: inhibitors of human Keap1-Nrf2 protein-protein interaction; Q14145; 0.15% of 340,000 active; Keap1 Kelch-Nrf2 peptide fluorescence polarization, 1536-well; inhibition, % at 9.4 µM; in the data active means inhibition above about 12%;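 further: human Keap1 Kelch domain with fluorescein labeled Nrf2 9mer peptide probe; 0% = neutral control wells and 100% = peptide positive control; higher means more block of Keap1 binding to Nrf2 peptide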
Target sequence (Q14145 whole entry, looked up, the tested form may be a part): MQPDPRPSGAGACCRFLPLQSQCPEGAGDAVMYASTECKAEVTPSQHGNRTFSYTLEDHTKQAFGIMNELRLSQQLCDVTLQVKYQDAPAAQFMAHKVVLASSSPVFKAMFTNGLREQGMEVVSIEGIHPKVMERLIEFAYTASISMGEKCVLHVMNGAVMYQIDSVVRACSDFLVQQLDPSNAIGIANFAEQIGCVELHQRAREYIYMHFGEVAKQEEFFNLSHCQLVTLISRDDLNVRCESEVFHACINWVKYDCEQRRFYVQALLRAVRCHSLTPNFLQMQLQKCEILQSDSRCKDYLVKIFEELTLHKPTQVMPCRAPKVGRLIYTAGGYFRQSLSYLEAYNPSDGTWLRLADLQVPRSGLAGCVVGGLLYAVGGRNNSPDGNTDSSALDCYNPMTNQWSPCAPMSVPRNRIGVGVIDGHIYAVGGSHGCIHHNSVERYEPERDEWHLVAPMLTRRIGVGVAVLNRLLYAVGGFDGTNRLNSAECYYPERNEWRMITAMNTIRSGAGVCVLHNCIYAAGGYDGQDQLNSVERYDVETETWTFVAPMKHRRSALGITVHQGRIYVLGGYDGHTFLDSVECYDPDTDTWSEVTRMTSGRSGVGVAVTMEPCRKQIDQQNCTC
DSG3 Ab inh: inhibitors of pemphigus antibody binding to human desmoglein-3; DSG3-coupled beads, scFv-anti-DSG3-GFP binding, flow cytometry; hits give low values; binding (percent of control), % at 10 µM; 0.48% of 310,000 active; AID 588358;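 active means binding more than 3 SD below its plate's average and above zero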;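 further: hits lower antibody fragment binding to DSG3; some compounds called inactive have numbers as strong as hits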
Wnt bcat act: activators of Wnt/beta-catenin signaling | Wnt/beta-catenin reporter cell assay, activator, plate reader | activation, % at 9.35 µM | 1.2% of 300,000 active; in the data active means activation above about 30%, passing the limit was not always enough;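 further: 0% = neutral control wells and 100% = positive control wells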
RTF Ca sens act: cardiac RTF calcium sensitization; IANBD-labeled TnC RTF fluorescence at EC20 calcium; 0% EC20 calcium, 100% full calcium; activation, % at 7.2 µM; 0.24% of 340,000 active; AID 493008;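 active means activation above the mean over all tested compounds plus 3 SD, cut at about 30% in these data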;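 further: rise in fluorescence read as greater calcium sensitivity of cardiac thin filaments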
RTF Ca sens inh: cardiac RTF calcium desensitization | P19429+P45379 | IANBD-labeled cardiac RTF, Ca2+ fluorescence | inhibition, % at 7.15 µM | 0.12% of 340,000 active | AID 493244;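 active means inhibition above the mean inhibition of all tested compounds plus 3 SD, cut at about 17% in these data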;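 further: assay run at fixed EC70 calcium of 1.6 mM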
Arr AP2 block: inhibitors of human beta-arrestin and AP2 interaction; FITC-arrestin peptide / GST-AP2 beads, flow cytometry; AP2 beta2 appendage carries R879A mutation; inhibition, % at 10 µM; 0.31% of 340,000 active; AID 504490;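 active means inhibition above a set limit, near 3 SD of compounds lacking own fluorescence, cut at about 54% in these data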;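 further: plate controls were DMSO wells for no effect and 5 µM unlabelled arrestin peptide for full effect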
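Material – GST-tagged AP2 beta2-adaptin appendage (R879A) on 4 µm glutathione beads · Probe or stimulus – fluorescein-tagged arrestin peptide at 50 nM final · Timing – 12 min plus 1 h, RT · Detection – bead flow cytometry, FITC channel · Read-out basis – inhibition as reduced fluorescein signal on beads, percent · Medium – PBS plus Tween 20 (0.05%) and BSA (0.1%)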
V-ATPase pHluor: yeast V-ATPase proton transport regulation by pHLuorin; response, % at 10 µM; 0.37% of 350,000 active; S. cerevisiae, pHLuorin cytosolic pH fluorescence; in the data active means response mostly above about 7.3%, no sharp cut-off; inactive means mostly below about 5.4%; further: actives read high; inactives centre near 0; some compounds called inactive have numbers as strong as hits; reference of the scale not given here
OPRM1-OPRD1 ag: agonists of human mu-delta opioid receptor heterodimerization; activation, % at 9.3 µM; cells, OPRM1-OPRD1 heterodimerization, luminescence; 0.3% of 340,000 active; P35372+P41143; in the data active means activation above about 18%;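 further: 0% = vehicle-treated cells and 100% = reference agonist; values of inactives mirror those of a sister screen read the other way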
LANA DNA inh: inhibitors of KSHV LANA C-terminal domain DNA binding; AID 504423; 0.078% of 340,000 active; inhibition, % at 9 µM; MBP-C-LANA/FAM-LBS DNA binding, fluorescence polarization;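 active means highest replicate inhibition at or above 60% at 9 µM, even if other replicates fall short; inactive means all replicates below 60% inhibition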;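 further: 0% = neutral control wells and 100% = 4 µM acridine orange control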
MOR-DOR inv ag: inverse agonists of human mu-delta opioid receptor heterodimerization | P35372+P41143 | 0.21% of 340,000 active | inhibition, % at 9.3 µM | cell-based MOR-DOR heterodimer luminescence, inverse agonism | AID 504357; in the data active means inhibition above about 22%, passing the limit was not always enough;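 further: 0% = cells with DMSO and 100% = wells without cells with DMSO; values of inactives mirror those of a sister screen read the other way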
Numbers without * were called inactive; x = no result given; & = joins results of further samples.

SMILES	Keap1-Nrf2 PPI	DSG3 Ab inh	Wnt bcat act	RTF Ca sens act	RTF Ca sens inh	Arr AP2 block	V-ATPase pHluor	OPRM1-OPRD1 ag	LANA DNA inh	MOR-DOR inv ag
CC(OCC(O)CNCC1COc2ccccc2O1)c1ccc(Cl)cc1 (centres undefined)	-4.0	114.0	-1.7	-3.8	6.8	-12.4	0.2	1.2	1.6	-5.7
CCC(CO)Nc1nc2ccc(Cl)cc2c2ccccc12 (centres undefined)	2.0	102.6	3.8	-6.2	2.5	1.4	2.8	-1.7	-0.4	7.9
COC(=O)/C(=C\c1ccc([N+](=O)[O-])cc1)NC(=O)c1ccccc1	0.8	x	-1.1	-1.6	1.6	-2.2	-4.4	-2.1	-0.5	10.0
CCOC(=O)c1[nH]c2ccc(OC)cc2c1NC(=S)N1CCN(c2cccc(C)c2C)CC1	-10.8	98.3	-1.4	0.8	-0.3	10.1	3.4	1.5	1.2	-7.8
CC1CCCN(CC(=O)N2c3ccccc3Sc3ccccc32)C1 (centres undefined)	-3.4	84.4	0.3	8.0	-6.9	17.8	1.6	1.6	-0.1	-8.3
COc1ccc(NC(=O)c2ccc(-c3ccc(C(C)=O)cc3)o2)cn1	8.4	96.8	9.6	3.0	-2.4	1.1	3.3	0.9	8.2	-4.5
Cc1ccc(-c2cc(C(=O)N/N=C/c3cccnc3)n[nH]2)o1	2.0	95.9	x	2.6	-4.0	7.2	1.2	-2.7	-0.3	13.8
C=CCCC(=O)N1CCC(n2nccc2NC(=O)CCCc2ccccc2)CC1	-5.3	101.1	6.4	1.3	7.8	-3.5	5.7	-1.5	0.4	7.5
O=C(NCCN1CCOCC1)c1ccc2c(c1)N(Cc1ccccc1)C(=O)c1ccccc1S2	0.8	99.0	0.3	2.0	1.9	61.9*	-4.9	1.1	-1.1	-6.1
C/C(N)=C(/C#N)C(=O)CSc1nnc(Cc2ccccc2F)n1N	-2.5&-0.8	115.5&93.8	1.4	9.6&-2.8	-1.4&-0.5	8.0&21.2	0.0&3.9	-1.8&-1.2	3.0&-0.8	9.3&7.0
O=C(C[n+]1ccsc1)c1ccccc1	-7.4	121.9	-0.2	9.9	0.4	-13.9	-6.3	-2.6	-0.7	14.0
CN(C)c1ccnc2sc3c(=O)n(-c4ccccc4)cnc3c12	-4.2	101.0	x	-1.8	1.7	7.5	2.4	-2.2	0.4	11.1
COc1ccc(C2C(C(=O)c3sc(C)nc3C)=C(O)C(=O)N2CCN2CCOCC2)cc1 (centres undefined)	-4.7	114.3	1.9	-1.7	3.6	-4.9	1.2	-0.5	-0.7	2.1
c1ccc(CCCCN2C(Nc3ccccc3)=NC[C@@H]2Cc2ccccc2)cc1	1.0	110.4	-3.3	2.3	-20.5	38.8	-0.4	-2.5	0.2	13.8
COc1cccc(CSc2ccc(S(=O)(=O)N3CCOCC3)cc2C(=O)NCC2CCCO2)c1OC (centres undefined)	0.4	97.3	-0.2	2.5	-2.4	0.6	-0.8	-2.7	2.5	12.8
CCN(Cc1ccc(C#CCCO)cc1)CC1CCCN(CCc2cccc(OC)c2)C1 (centres undefined)	-6.7	107.5	-1.1	-9.9	-0.3	8.6	-1.2	0.2	-1.6	-0.8
CCN(C(=O)COC(=O)Cc1ccc(F)cc1)c1c(N)n(Cc2ccccc2)c(=O)[nH]c1=O	-3.3	x	1.6	-0.9	-0.2	-9.0	-1.0	-1.6	-0.4	6.3
CC(=O)C1=C(C)OC(N)=C(C#N)C1c1cc2cc(C)c(C)cc2nc1Cl (centres undefined)	-0.2	93.5	x	-4.5	-0.2	7.3	-0.6	-3.8	1.0	19.9
O=C(COc1ccc([N+](=O)[O-])cc1)NNC(=O)Nc1ccc([N+](=O)[O-])cc1	-7.5	102.0	-0.9	-3.6	1.1	0.8	-2.5	-3.1	0.6	17.4
COc1cccc(-c2nc(CS(=O)(=O)CC(=O)Nc3ccc(C(C)=O)cc3)c(C)o2)c1	0.4	98.4	0.5	-1.3	2.1	-7.5	-0.2	0.1	-1.0	-0.5

Quoted at random: six entries already listed
SMILES	Keap1-Nrf2 PPI	DSG3 Ab inh	Wnt bcat act	RTF Ca sens act	RTF Ca sens inh	Arr AP2 block	V-ATPase pHluor	OPRM1-OPRD1 ag	LANA DNA inh	MOR-DOR inv ag
c1ccc(CCCCN2C(Nc3ccccc3)=NC[C@@H]2Cc2ccccc2)cc1	1.0	110.4	-3.3	2.3	-20.5	38.8	-0.4	-2.5	0.2	13.8
CC(=O)C1=C(C)OC(N)=C(C#N)C1c1cc2cc(C)c(C)cc2nc1Cl (centres undefined)	-0.2	93.5	x	-4.5	-0.2	7.3	-0.6	-3.8	1.0	19.9
COc1ccc(NC(=O)c2ccc(-c3ccc(C(C)=O)cc3)o2)cn1	8.4	96.8	9.6	3.0	-2.4	1.1	3.3	0.9	8.2	-4.5
COc1cccc(CSc2ccc(S(=O)(=O)N3CCOCC3)cc2C(=O)NCC2CCCO2)c1OC (centres undefined)	0.4	97.3	-0.2	2.5	-2.4	0.6	-0.8	-2.7	2.5	12.8
Cc1ccc(-c2cc(C(=O)N/N=C/c3cccnc3)n[nH]2)o1	2.0	95.9	x	2.6	-4.0	7.2	1.2	-2.7	-0.3	13.8
CC(OCC(O)CNCC1COc2ccccc2O1)c1ccc(Cl)cc1 (centres undefined)	-4.0	114.0	-1.7	-3.8	6.8	-12.4	0.2	1.2	1.6	-5.7

Next section:
SMILES	Keap1-Nrf2 PPI	DSG3 Ab inh	Wnt bcat act	RTF Ca sens act	RTF Ca sens inh	Arr AP2 block	V-ATPase pHluor	OPRM1-OPRD1 ag	LANA DNA inh	MOR-DOR inv ag
CCc1ccc(N(CC)C(=O)Cc2c(C(=O)O)n(C)c3ccccc23)cc1	2.4	95.0	-1.6	-4.4	-6.4	-6.4	0.4	-2.1	-0.4	9.6
CCn1cc(C2C(C(=O)Nc3ccc(Br)cn3)=C(C)NC3=C2C(=O)CCC3)c(C)n1 (centres undefined)	-0.4	97.6	-1.1	1.6	-14.8	4.5	1.4	-0.4	1.1	2.5
CC1CCN(C(=S)NC(=O)c2ccccc2Br)CC1	-5.3	x	-0.2	1.6	-2.9	-2.4	4.8	-1.9	1.9	10.4
Cc1cccc(OCC(=O)Nc2nc3ccc([N+](=O)[O-])cc3s2)c1	-9.2	108.8	x	3.6	-19.0	-6.2	-1.8	3.1	-1.4	-19.5
Cc1ccc2cc(CN(Cc3ccco3)C(=S)NCC3CCCO3)c(=O)[nH]c2c1 (centres undefined)	-8.1	97.8	x	-1.9	0.8	-10.9	3.6	-1.4	-1.9	7.0
Cc1ccc(C)c(NS(=O)(=O)c2c(C)[nH]c(C)c2C(=O)N2CCCCC2)c1	-6.9	x	-1.2	4.7	-3.6	-2.8	0.6	-2.1	-1.5	11.5
Cc1cc(C)cc(NC(=O)CN2CCC(NC(=O)c3ccccc3F)CC2)c1	-2.0	113.8	-0.4	-1.6	0.9	0.4	0.1	-2.5	-1.0	13.6
CC(NC(=O)COC(=O)c1ccc2ccccc2n1)c1ccccc1 (centres undefined)	1.1	x	0.1	4.6	2.7	4.5	2.4	-2.5	0.3	12.3
Cc1cc2nc3n(c2cc1C)CC1CC(C(=O)NCC2CC2)N(C)C31 (centres undefined)	-1.4	115.9	3.0	6.9	-9.5	3.5	2.8	-2.3	0.3	12.6
Cc1nn(Cc2ccccc2)c(Cl)c1C(=O)OCC(=O)NC(=O)NC12CC3CC(CC(C3)C1)C2	0.1	99.7	-4.1	0.5	-11.0	2.7	5.2	2.5	-2.6	-14.7
Cc1cc(C(=O)N2CCN(S(=O)(=O)c3ccccc3)CC2)c(C)o1	-4.6	105.5	-1.6	-1.3	3.6	9.5	2.3	-1.9	0.8	10.3
O=C(Nc1cc(F)ccc1F)C1CCCN(c2ncnc3c2nc2n3CCCCC2)C1 (centres undefined)	2.6	107.2	-1.6	-6.1	-1.6	-4.7	6.2	2.4	-1.2	-12.8
CC(C)N1C(=O)CCC1C(=O)NCCc1ccc(Cl)cc1 (centres undefined)	-0.8	106.2	0.5	-1.9	1.3	-0.9	1.3	-0.9	1.1	5.6
O=[N+]([O-])c1ccccc1N/N=C\c1ccccc1F	5.9	x	57.0*	-1.2	-1.4	-10.1	-2.0	-2.0	1.6	9.7
COc1ccccc1NC(=S)N(Cc1ccco1)Cc1cc2cccc(C)c2[nH]c1=O	-5.7	115.1	x	4.6	2.0	-4.2	-1.5	2.5	0.6	-13.3
COc1nc(Nc2ccc(C(C)C)cc2)nc(OC)n1	0.4	102.6	x	1.9	0.2	4.6	1.2	0.8	2.0	-4.7
CS(=O)(=O)c1ccc2nc(NC(=O)CN3CCCCCC3)sc2c1	-4.4	94.8	x	3.0	3.2	1.0	-1.4	-2.8	0.9	16.2
COc1ccc(C2=NN(c3ccccc3)C(c3cccs3)C2)cc1 (centres undefined)	-1.7	99.9	3.3	5.7	4.5	14.4	4.7	1.5	-0.4	-7.6
CCN(Cc1nc2ccccc2c(=O)[nH]1)Cc1nc2ccsc2c(=O)[nH]1	-0.6	96.9	-0.2	-5.5	-0.7	1.6	-1.6	-2.2	-2.2	10.4
CCc1nnc(NC(=O)c2ccc(F)c(S(=O)(=O)N3CCCCC3)c2)s1	-7.7	x	-1.0	0.3	-7.8	39.7	1.6	-0.1	-0.2	0.6
Cc1cc(NC(=O)CSc2nnc(C)c(=O)[nH]2)no1	-1.0	95.8	-2.0	-2.2	-3.5	22.5	3.7	-0.2	-1.7	0.8
COc1ccc(NC(=O)N2CCN(C(=O)c3ccco3)CC2)c(OC)c1	5.4	108.5	-0.7	3.4	0.6	-9.8	0.1	0.5	0.5	-2.0
O=C(O)CCc1ccc(-c2ccc(Br)cc2)n1NC(=O)c1ccc([N+](=O)[O-])cc1	0.0	101.7	1.4	-4.6	-1.8	18.6	-3.6	0.5	1.0	-2.5
O=C(CCN1C(=O)CSC1=O)Nc1ccc(Br)cc1	-2.9	103.7	-8.1	1.0	-1.2	-9.2	0.0	-1.1	-1.5	6.3
COc1cc(OC)c(C2=NOC(C(=O)NCc3ccc4c(c3)OCO4)C2)cc1Cl (centres undefined)	3.7	79.2	x	3.2	4.9	24.1	-1.4	0.8	3.3	-5.2
CN(CC(=O)Nc1cccc2c1CCCC2)S(=O)(=O)c1ccc(Br)cc1	3.4	104.0	-14.5	-2.6	-10.1	-1.6	1.3	0.4	0.0	-2.1
NNC(=O)CNC(c1ccccc1)c1cc(Br)ccc1NC(=O)CCN1CCOCC1 (centres undefined)	-4.5	x	x	-3.5	-5.0	-3.0	-0.8	-1.9	-0.2	7.8
Nc1nc(N)c(N=Nc2ccc(SCC(=O)O)cc2)c(=O)[nH]1	0.7	86.5	-1.1	-5.1	-7.8	-5.7	-0.5	-3.0	0.8	15.6
C/C(=N/NS(=O)(=O)c1ccc(C(C)(C)C)cc1)c1ccc2c(c1)OCO2	3.8	106.5	-1.2	5.5	-3.2	-10.9	9.2	3.7	0.4	-12.0
CCC(=O)NCCc1nc2cc(NC(=O)c3ccc(Cl)cc3)ccc2n1C	1.5	105.3	37.3*	1.0	-0.6	18.1	0.3	-2.6	-0.2	11.7
Cc1c(Cl)cccc1N1C(=O)CC(NNC(=O)c2ccc3c(c2)OCO3)C1=O (centres undefined)	-6.4	87.5	-3.1	1.0	-6.0	-5.7	-1.8	0.4	-0.5	-1.6
